Lipid droplet: modulators of hepatic lipid droplet formation; 240,000 tested, 0.4% active; inhibition, % at 6.5 µM; AML12 mouse hepatocytes, oleate lipid droplets, BODIPY imaging; AID 1656;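 active = lipid droplet intensity inhibited by at least 50%, with more than 500 cells counted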
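Assay system: AML12 mouse liver cells | Compound: 6.5 µM single-point dosing | Schedule: Overnight exposure | Technique: Fluorescence imaging, 20x objective, two fields per well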
P. falciparum M17LAP: P. falciparum M17LAP inhibitors, primary screen, biochemical, fluorogenic H-Leu-NHMec substrate, 1536-well (AID 1619); 220,000 tested, 0.38% active; recombinant M17LAP, H-Leu-NHMec fluorogenic kinetic assay; higher % means a stronger effect; inhibition, % at 30 µM, or IC50 in µM where a hit was titrated;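 active = compound inhibiting the enzyme by more than half at any dose during confirmatory dose-response retesting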;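 note: plate controls were full reaction with DMSO carrier for no effect and no enzyme background for full effect; strong numbers were not always called active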
Yfh1-depleted yeast: mitochondrial function rescue without frataxin homolog – Friedreich's ataxia, plus single-dose screen, dose response (AID 1465); 220,000 tested, 0.074% active; fold induction at 50 µM, or EC50 in µM where a hit was titrated; S. cerevisiae Yfh1-off respiration, WST-1 reduction, 72 h; higher fold induction means a stronger effect;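 active = fold induction of absorbance versus untreated yeast above a set limit, then at least 30% activation at any dose in follow-up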;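 note: activators that raise dye reduction in frataxin-depleted yeast; strong numbers were not always called active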
MT stabilizer: stabilizes microtubules in HeLa cells; HeLa tubulin immunostaining HCS, 24 h; share of cells brighter than vehicle mean+2SD; % tubulin-high responders, % at 10 µM; 200,000 tested, 0.83% active;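 active = plate Z-score above 3 for both tubulin-high and condensed-nucleus cell shares, with cell loss under 80%, at 10 µM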;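 note: anti alpha tubulin signal scored within the nucleus-defined area of each cell; some results filed as inactive read as strong as hits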
Dynein cargo inh: dynein cargo transport inhibition. z-score, hits read low. 3617.4 mouse cells, GR-EGFP nuclear translocation imaging; test concentration mostly 20 µM; stimulated with dexamethasone, 1 µM; hits give low values. 220,000 tested, 0.47% active;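 active = plate z-score of nuclear minus cytoplasmic receptor signal below a set negative limit, without overly bright fluorescence or cell loss, cut at about -3.5 in these data, passing the limit was not always enough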;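 note: z-score of nuclear minus cytoplasmic ring GR-EGFP intensity difference per well; some compounds called inactive have numbers as strong as hits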
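Buffer or medium: tetracycline-free induction medium containing charcoal-stripped FBS / Reagent: dexamethasone agonist, 1.0 µM final, for 30 min / Technique: automated 10x imaging of fixed Hoechst-stained cells / Times: induction 48 h, compound 1 h, agonist 30 min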
ER stress rescue: protection against thapsigargin-triggered cell killing – 384-well, CSM14.1, ATP luminescence, primary screen (AID 1222); CSM14.1 thapsigargin-induced death rescue, ATP luminescence; higher % means a stronger effect; cellular ATP content (survival), % at 20 µM; hits with a dose series show EC50 in µM; 190,000 tested, under 10 active;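 active = EC50 below 50 µM in the dose-response confirmation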;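 note: death triggered by thapsigargin at about 15 µM added after 2 h compound pretreatment; cell ATP read after overnight thapsigargin exposure of roughly 18 to 22 hours; normalized against plate controls of thapsigargin alone and 5% DMSO vehicle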
Ins promoter up: MIN6 insulin promoter up-regulation; 190,000 tested, 0.3% active; z-score at 5 µM; AID 1625; MIN6 insulin promoter-GFP reporter, high-content imaging; hits give high values;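 active = z-score above 3 at 5 µM with at least 500 cells counted in the well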
Autophagy mod: alters autophagy in cells; calls only at 10 µM (by protocol); MEF GFP-LC3 puncta imaging; test concentration mostly 10 µM; 190,000 tested, 0.98% active;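 active = percentage of spot-positive cells more than 3 SD above its plate mean, without a fluorescence outlier flag or 80% toxicity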;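 note: spot-positive cell cutoff set from DMSO-treated cells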
P. falciparum M1AAP: P. falciparum M1AAP inhibitors, biochemical, fluorogenic H-Leu-NHMec substrate, 1536-well (AID 1445); recombinant M1AAP, H-Leu-NHMec fluorogenic kinetic assay; higher % means a stronger effect; one-dose inhibition, % at 30 µM; IC50 in µM for titrated hits; 220,000 tested, 0.42% active;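 active = primary inhibition above the hit cutoff, then over 50% inhibition at one or more dose response concentrations, cut at about 23% in these data, passing the limit was not always enough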;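 note: plate controls were DMSO full reaction for no effect and no enzyme background for full effect; strong numbers were not always called active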
Dynein cargo inh cytoplasmic EGFP: also measured in Dynein cargo inh; calls as there; z-score; measured here: cytoplasmic GR-EGFP intensity; hits give high values
Dynein cargo inh nuclear GR-EGFP: also measured in Dynein cargo inh; calls as there; z-score; measured here: nuclear GR-EGFP intensity;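 lower value marks the stronger effect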
Dynein cargo inh cell count: second read-out of Dynein cargo inh, no call of its own (marks repeat the call); z-score; measured here: cell count per field
Ins promoter up cell count: also measured in Ins promoter up; calls as there; cell count; measured here: cytotoxicity, nuclei count;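 total cells summed across four imaged fields per well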
Lipid droplet cells 6.5 µM: further read-out of Lipid droplet, marked with its call; cell count; measured here: cell count, cytotoxicity flag;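 cells counted across two imaged fields per well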
MT stabilizer Hoechst-high %: second read-out of MT stabilizer, no call of its own (marks repeat the call); % Hoechst-high responders; measured here: nuclear condensation Hoechst responders;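 share of cells brighter than vehicle mean plus two SD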
MT stabilizer cytotoxicity %: further read-out of MT stabilizer, marked with its call; toxicity, %; measured here: cytotoxicity by cell density;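 0% = mean cell density of plate MIN control wells and 100% = no cells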
Autophagy mod cell loss 18 h: second read-out of Autophagy mod, no call of its own (marks repeat the call); toxicity, %; measured here: cell loss, nuclei count;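 cell loss after 18 h compound exposure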
An asterisk follows results filed as active; i = inactive; / = not tested or not shown. Hits appear at their usual frequency; overall some 3.5% were active at least once.

SMILES	Lipid droplet	Lipid droplet cells 6.5 µM	P. falciparum M17LAP	Yfh1-depleted yeast	MT stabilizer	MT stabilizer Hoechst-high %	MT stabilizer cytotoxicity %	Dynein cargo inh	Dynein cargo inh cytoplasmic EGFP	Dynein cargo inh nuclear GR-EGFP	Dynein cargo inh cell count	ER stress rescue	Ins promoter up	Ins promoter up cell count	Autophagy mod	Autophagy mod cell loss 18 h	P. falciparum M1AAP
O=C(NC1CCCCC1)C(c1ccccc1F)N(Cc1ccco1)C(=O)Cn1nnc2ccccc21 (centres undefined)	/	/	4%	/	3.3	2.0	11	-0.33	-0.19	-0.038	0.17	-1.8%	-0.34	1201	i	-11	10%
CCOc1ccc(NC(=O)CSc2nnc(CCNC(=O)c3ccc(OC)cc3)n2C)cc1	8	761	24%	i	0.8	1.6	11	-0.79	-0.27	-0.37	1.1	-1.3%	0.72	874	i	8	-4%
CC(C)C(CC(=O)NCc1ccco1)c1ccco1 (centres undefined)	6	630	11%	i	2.9	3.2	6.3	-1.6	-0.18	-0.79	-0.12	-3.4%	0.45	1713	i	2	9%
Cc1cccc(CSc2nnc(Cn3c(=O)sc4ccccc43)n2C)c1	-56	688	23%	i	2.8	2.1	6.2	-0.075	-0.12	0.31	-0.13	-0.6%	-0.19	1276	i	8	13%
CC(Oc1cc(-c2ccccc2)cc2ccccc12)C(=O)N1CCOCC1 (centres undefined)	-2	759	1%	i	2.0	1.0	7.4	-1.4	-0.014	-0.58	0.93	-2.0%	-0.41	816	i	32	4%
NNc1nc(-c2ccccc2)cc(-c2ccccc2O)n1	/	/	3%	i	2.1	0.5	3.8	1.5	-0.21	1.5	-1	11%	/	/	i	-17	12%
COCCCNC(=O)c1ccc(CNS(=O)(=O)c2ccc(NC(C)=O)cc2)cc1	0	694	-2%	/	2.9	1.7	4.8	0.15	0.067	0.3	0.26	-2.6%	/	/	i	-1	7%
COCCNC(=O)CNS(=O)(=O)c1ccc2nc(C)sc2c1	/	/	-3%	i	2.6	2.6	5.9	0.59	-0.19	0.94	-1.1	0.2%	0.41	1536	i	17	2%
CCOc1ccc2c(C)c(C(=O)O)oc2c1OCC	-29	618	8%	i	3.4	2.1	6.0	-0.43	-0.24	-0.37	1.1	-1.0%	-0.1	1654	i	-2	4%
Cc1ccc(C)c(N2CCN(C(=O)C34CC5CC(C3)CC(n3nnc(C)n3)(C5)C4)CC2)c1	/	/	5%	i	/	/	/	1	-0.29	0.25	-0.15	/	-0.82	1450	/	/	0%
CCOC(=O)c1ccc2c(c1)NCc1cccc(OC)c1O2	5	703	-2%	i	/	/	/	0.045	-0.27	-0.24	0.53	/	0.22	1396	/	/	2%
O=C(NNC(=O)c1cnccn1)c1ccc(Cl)cc1	-8	795	27%	i	/	/	/	2.6	-0.19	2.8	-1.8	/	1.2	978	/	/	23%
CC1(C)CC(=O)c2c(O)cc(OCc3ccc(Br)cc3)cc2O1	-2	740	1%	i	0.9	1.1	23	0.91	-0.21	0.28	-0.016	-2.0%	0.29	915	i	-9	6%
Cc1cc(C)n(CC(C)O)c(=O)c1C#N (centres undefined)	2	619	5%	i	1.5	3.1	10	0.095	-0.23	-0.25	-0.31	-0.9%	-0.22	1838	i	8	0%
COc1ccc(C(=O)NCC2CCCO2)cc1 (centres undefined)	-8	713	16%	i	2.0	4.5	15	-0.0064	0.085	-0.34	0.47	-4.1%	0.57	1282	i	-8	16%
O=C(c1ccccc1-c1nc(-c2ccccc2)no1)N1CCOCC1	/	/	1%	i	2.0	1.9	3.7	-0.61	-0.37	-0.13	0.22	-0.2%	0.53	1578	i	4	-3%
CS(=O)(=O)N(CC(=O)N/N=C/c1ccccn1)c1ccc(Oc2ccccc2)cc1	0	667	0%	i	3.9	3.4	3.1	-0.93	-0.33	-0.58	0.8	-0.3%	/	/	i	10	8%
CCN(CC)c1ccc(C=N/C(C#N)=C(\N)C#N)cc1	/	/	4%	i	13	3.5	6.0	-1.3	2.5	-0.012	0.69	-1.6%	-0.58	1499	i	6	17%
Cc1cc(C)nc(N2CCC(C(=O)NCc3ccccc3)CC2)n1	-10	707	0%	i	2.4	1.5	0.7	1.2	-0.13	1.2	-0.64	-2.4%	0.66	1288	i	-8	1%
CC(C)(C)NC(=O)C1CCN(S(=O)(=O)c2cccc(C(F)(F)F)c2)CC1	-9	643	-4%	i	6.6	1.3	5.5	-0.1	0.47	0.37	0.71	0.0%	2.1	1286	i	13	-3%

Limited to Lipid droplet cells 6.5 µM and Dynein cargo inh cell count, for 2 of the compounds above:
Structure | Lipid droplet cells 6.5 µM | Dynein cargo inh cell count
COc1ccc(C(=O)NCC2CCCO2)cc1 (centres undefined) | 713 | 0.47
CC(Oc1cc(-c2ccccc2)cc2ccccc12)C(=O)N1CCOCC1 (centres undefined) | 759 | 0.93

(listing goes on)
SMILES	Lipid droplet	Lipid droplet cells 6.5 µM	P. falciparum M17LAP	Yfh1-depleted yeast	MT stabilizer	MT stabilizer Hoechst-high %	MT stabilizer cytotoxicity %	Dynein cargo inh	Dynein cargo inh cytoplasmic EGFP	Dynein cargo inh nuclear GR-EGFP	Dynein cargo inh cell count	ER stress rescue	Ins promoter up	Ins promoter up cell count	Autophagy mod	Autophagy mod cell loss 18 h	P. falciparum M1AAP
O=C(CSc1nccc(=O)[nH]1)N1CCc2ccccc2C1	-7	721	3%	i	1.1	1.6	6.2	-0.48	0.4	-0.045	0.75	-0.7%	0.26	895	i	-7	0%
O=C(O)C1CC=CCC1C(=O)Nc1ccccc1 (centres undefined)	-3	796	29µM*	i	1.2	2.0	6.1	-0.66	0.098	-0.29	-0.25	-2.3%	0.07	765	i	6	0%
Cc1ccc(-n2ncc3c(SCc4cccnc4)ncnc32)c(C)c1	8	675	4%	i	4.0	3.3	5.9	-0.34	-0.21	-0.41	0.76	2.3%	-4.4	891	i	18	6%
CC(C)c1nc(-c2c(N)n(C)c(=O)n(C)c2=O)sc1C(=O)C(C)(C)C	-19	555	-3%	i	2.9	2.9	6.2	0.43	-0.16	0.67	-0.21	-1.2%	-0.45	1870	i	-10	-4%
Cc1ccc(NC(=O)CCNS(=O)(=O)c2cccc3nonc23)cc1	-2	797	21%	i	4.7	2.1	4.5	-0.64	-0.17	0.00092	-0.16	-0.7%	0.1	1271	i	10	9%
NS(=O)(=O)c1ccc(CCNc2cc(=O)n(Cc3ccc(F)cc3)c(=O)[nH]2)cc1	1	777	10%	i	3.1	2.7	7.8	1.3	-0.17	0.68	0.011	5.1%	-0.71	1241	i	-12	8%
Cc1nc(C)c(C(=O)O)c(-c2cccs2)c1C(=O)O	-7	754	-3%	i	/	/	/	-0.14	-0.24	0.4	0.77	/	-0.13	1020	/	/	6%
COc1ccccc1N1CCN(C2CCN(C(=O)c3cc(OC)c(OC)c(OC)c3)CC2)CC1	-15	719	-2%	i	3.7	1.6	1.9	0.94	-0.26	0.96	0.53	-2.8%	0.57	1298	i	-7	-3%
CCCn1c(=O)c2c(nc3n2CCN3Cc2ccco2)n(C)c1=O	-7	747	-1%	i	5.9	1.2	0.7	-0.058	-0.22	-0.043	-0.54	-0.5%	-1.3	1257	i	-21	7%
Cc1cc(=O)oc2cc(OCC(=O)OCC(=O)Nc3ccccc3Br)ccc12	-8	726	-2%	i	/	/	/	0.24	-0.25	-0.15	0.39	/	0.15	1552	/	/	11%
Nc1cc(C(=O)OCC(=O)NCc2ccco2)ccc1Cl	/	/	2%	i	2.5	1.3	1.8	2.6	-0.2	0.67	-0.9	-1.4%	0.58	1207	i	-8	2%
O=C(NCCN1CCN(c2ccccc2F)CC1)C1CC(=O)N(C2CCCC2)C1 (centres undefined)	/	/	-1%	i	1.9	1.0	5.5	2.4	-0.082	1.4	-2.1	-3.0%	/	/	i	2	1%
Cc1ccc(C)n1-c1ccc(C(=O)O)cc1	/	/	20%	i	2.5	1.8	5.9	-0.14	-0.33	0.1	0.64	-0.7%	1.1	909	i	-9	7%
CC(C(=O)N1CCc2ccccc21)N1CCN(c2ccccn2)CC1 (centres undefined)	-20	578	-4%	i	1.2	4.2	8.4	0.9	-0.15	0.35	-0.097	-2.0%	0.48	1354	i	-10	-4%
Cc1nc(-c2coc3cc(O)c(C)cc3c2=O)cs1	9	801	-1%	i	1.9	1.0	6.6	-0.57	-0.15	-0.14	1	-1.8%	/	/	i	-6	0%
CCOC(=O)c1ccc(NC(=O)Cn2nnc(-c3ccccc3F)n2)cc1	3	620	-14%	i	2.6	5.5	9.0	0.24	-0.25	-0.3	0.037	-0.7%	-1.1	1410	i	-4	5%
Cn1cccc1/C=N/NC(=O)c1ccncc1	-3	742	12%	i	/	/	/	0.62	0.15	0.34	-0.38	/	-0.13	1445	/	/	12%
CN(C)c1ccnc(N(Cc2ccccc2)Cc2ccccc2)c1C#N	-2	697	-10%	i	4.3	2.7	9.6	-0.2	0.71	0.081	2.5	-0.8%	0.29	940	i	9	5%
CCN(C(=O)COC(=O)c1cccn1C)C1CCS(=O)(=O)C1 (centres undefined)	-22	685	-3%	i	1.3	2.1	5.9	0.24	-0.18	0.94	-0.4	-1.3%	0.66	1197	i	-7	10%
Cc1nnsc1-c1nc2ccccc2[nH]1	/	/	-59%	i	2.0	2.1	5.5	0.41	-0.19	-0.077	0.045	2.1%	0.69	1168	i	3	7%
COc1ccc(-c2nnc(SCC(=O)N3CCC(Cc4ccccc4)CC3)o2)cc1OC	/	/	2%	i	4.8	5.7	9.0	-0.7	-0.29	-0.28	0.41	1.3%	-0.95	1135	i	-18	0%
NS(=O)(=O)c1ccc(NC(=O)COC(=O)COc2ccccc2)cc1	/	/	8%	i	2.5	1.9	3.6	-0.28	-0.3	0.17	0.43	-0.6%	1.2	1506	i	17	5%
